Compound activity as filed in PubChem.
SENP6 inh: SENP6 protease inhibitors, primary screen, biochemical, luminescence, uHTS; Sentrin-specific protease 6 (Homo sapiens), Q9GZR1; Recombinant SENP6 catalytic domain, aminoluciferin luminescence; inhibition, % at 10 µM; 1.8% of 330,000 active;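 active = inhibition above about 50% at the single tested dose, limit read from the data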;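 note: plate controls were DMSO wells with enzyme for no effect and DMSO wells lacking enzyme for full effect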
SENP8 block-1: human SENP8 protease inhibitors, primary screen, biochemical, fluorescence, Nedd8 protein substrate, uHTS | Sentrin-specific protease 8 (Homo sapiens), Q96LD8 | recombinant SENP8 | inhibition, % at 20 µM | 0.64% of 360,000 active | AID 602440, 2012; in the data active = inhibition mostly above about 40%, no sharp cut-off; inactive = mostly below about 27%
A3G deaminase: APOBEC3G DNA deaminase inhibitors, primary screen, biochemical, fluorescence, single-stranded DNA substrate, uHTS | recombinant A3G, ssDNA deamination FAM/TAMRA fluorescence | inhibition, % at 20 µM | 0.28% of 330,000 active | AID 493012, 2011;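 active = inhibition of at least 40% at 20 µM, with no more than 30% in the related APOBEC3A deaminase screen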;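 note: plate controls were DMSO wells with A3G for no effect and wells lacking A3G enzyme for full effect; some compounds called inactive have numbers as strong as hits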
SENP7 inh: SENP7 protease inhibitors, primary screen, biochemical, luminescence, uHTS. Sentrin-specific protease 7 (Homo sapiens), Q9BQF6. recombinant SENP7, Z-RLRGG-aminoluciferin luminescence, 40 min. inhibition, % at 5 µM. 1.5% of 330,000 active;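 active = inhibition above about 50% at the single test dose, limit read from the data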;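 note: plate controls were DMSO with enzyme for no effect and no enzyme buffer wells for full effect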
Apaf-1 inh: inhibitors of human Apaf-1 apoptosome, primary screen, biochemical, DEVD-Rh110 fluorescence, uHTS. Apoptotic protease-activating factor 1 (Homo sapiens), O14727. reconstituted apoptosome caspase-3 activity. inhibition, % at 20 µM. 0.71% of 330,000 active. AID 489030, 2010; active = inhibition of at least 40% at 20 µM;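 note: plate controls were DMSO wells for no effect and DEVD-CHO caspase inhibitor wells for full effect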
Target sequence (O14727 whole entry, looked up): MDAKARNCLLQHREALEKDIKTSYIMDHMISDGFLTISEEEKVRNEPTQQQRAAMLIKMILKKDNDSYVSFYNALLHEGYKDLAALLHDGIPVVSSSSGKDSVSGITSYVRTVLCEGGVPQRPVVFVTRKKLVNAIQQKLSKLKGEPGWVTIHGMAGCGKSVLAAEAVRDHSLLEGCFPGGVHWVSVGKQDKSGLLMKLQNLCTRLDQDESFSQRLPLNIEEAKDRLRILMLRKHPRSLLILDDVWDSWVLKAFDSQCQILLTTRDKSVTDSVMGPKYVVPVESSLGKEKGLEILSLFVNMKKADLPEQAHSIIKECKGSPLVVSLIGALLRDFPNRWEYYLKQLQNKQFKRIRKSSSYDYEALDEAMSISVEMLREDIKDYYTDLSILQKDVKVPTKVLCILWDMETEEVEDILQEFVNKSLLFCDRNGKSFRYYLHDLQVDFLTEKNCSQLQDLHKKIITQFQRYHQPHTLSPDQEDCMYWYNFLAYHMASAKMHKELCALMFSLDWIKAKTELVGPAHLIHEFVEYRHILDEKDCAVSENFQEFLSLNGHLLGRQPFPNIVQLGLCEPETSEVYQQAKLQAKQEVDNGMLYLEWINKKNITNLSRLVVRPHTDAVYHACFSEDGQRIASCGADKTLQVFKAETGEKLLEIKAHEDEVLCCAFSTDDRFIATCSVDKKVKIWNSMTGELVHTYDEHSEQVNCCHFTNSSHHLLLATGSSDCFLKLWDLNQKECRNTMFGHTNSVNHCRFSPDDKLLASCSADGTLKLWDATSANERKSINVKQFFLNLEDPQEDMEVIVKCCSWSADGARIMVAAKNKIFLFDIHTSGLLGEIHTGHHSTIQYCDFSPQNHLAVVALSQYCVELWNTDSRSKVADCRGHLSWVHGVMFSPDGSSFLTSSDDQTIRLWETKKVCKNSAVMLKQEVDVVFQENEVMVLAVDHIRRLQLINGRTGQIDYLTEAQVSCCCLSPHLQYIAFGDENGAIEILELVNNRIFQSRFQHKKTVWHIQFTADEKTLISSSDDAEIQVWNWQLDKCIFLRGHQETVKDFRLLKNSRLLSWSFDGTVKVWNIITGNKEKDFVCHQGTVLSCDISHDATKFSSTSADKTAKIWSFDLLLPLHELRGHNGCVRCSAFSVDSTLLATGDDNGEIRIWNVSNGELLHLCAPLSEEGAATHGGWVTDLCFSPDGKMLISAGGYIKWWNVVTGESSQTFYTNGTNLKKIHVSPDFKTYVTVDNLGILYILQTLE
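Assay system – apoptosome proteins · Medium – Hepes buffer, pH 7.5 · Also added – cytochrome c with DEVD-Rh110 · Timing – 30 min compound preincubation, 50 min activation, room temperature · Detection – Rh110 fluorescence, excitation 480 nm, emission 540 nm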
SENP8 block-2: SENP8 protease inhibitors, primary screen, biochemical, luminescence. Sentrin-specific protease 8 (Homo sapiens), Q96LD8. purified SENP8, Z-RLRGG-aminoluciferin cleavage. inhibition, % at 10 µM. 1.2% of 330,000 active. AID 2540, 2010; in the data active = inhibition above about 50%
SENP1 FRET inh: human SENP1 catalytic domain inhibitors, primary screen, biochemical, FRET, uHTS; Sentrin-specific protease 1 (Homo sapiens), Q9P0U3; recombinant SENP1 catalytic domain, CyPet-SUMO1-YPet FRET cleavage; inhibition, % at 10 µM; 0.21% of 360,000 active; AID 624204, 2012;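 active = inhibition at least 30% at 10 µM, raw YFP signal under a set limit, fluorescence ratio 0.5 to 1.5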;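 note: 0% = enzyme with DMSO and 100% = no enzyme wells; some results filed as inactive read as strong as hits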
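Compound: 10 µM single point, 0.5% DMSO; Test system: hSENP1 catalytic domain, recombinant; Timing: 50 min reaction at room temperature; Technique: FRET, CFP and YFP emission; Control set: no-enzyme wells low, DMSO-plus-enzyme wells high control.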
UBC13 inh: UBC13 polyubiquitin chain formation inhibitors, primary screen, biochemical, TR-FRET, uHTS; inhibition, % at 20 µM; 0.47% of 330,000 active; AID 485273, 2010; in the data active = inhibition above about 45%, passing the limit was not always enough
An asterisk follows results filed as active.

SMILES	SENP6 inh	SENP8 block-1	A3G deaminase	SENP7 inh	Apaf-1 inh	SENP8 block-2	SENP1 FRET inh	UBC13 inh
CC(C)c1ccc(Nc2c([N+](=O)[O-])c(=O)n(C)c3ccccc23)cc1	0	18	-5	3	3	2	2	-11
O=c1c2ccccc2nnn1Cc1ccccc1	-12	18	-5	1	-23	0	2	22
CCNc1sc(C(=O)c2cccs2)c(N)c1C#N	-13	3	-6	2	-8	-5	3	4
Cc1ccc(N2CCN(S(=O)(=O)c3ccc4oc(=O)ccc4c3)CC2)c(C)c1	1	20	-6	6	23	-3	1	3
O=C(NCCc1ccccc1)C(c1cccs1)N(C(=O)c1csnn1)C1CC1 (stereo unspecified)	-2	8	-11	-2	-3	9	1	4
COCCNC(=O)CN(C(=O)CCC(=O)Nc1cc(C)on1)c1cccc(C)c1C	-4	13	-4	0	7	-1	-1	-4
COC(=O)C1(C(O)C(=O)c2ccc(C)cc2C)CCCCC1 (stereo unspecified)	-10	7	-6	1	6	6	1	8
CCOC(=O)c1c(NC(=O)CSc2nnc(C)s2)sc2c1CCCCC2	-3	8	1	5	20	5	1	9
COc1ccc(-c2cc(C)no2)cc1S(=O)(=O)NCC(C)c1ccccc1 (stereo unspecified)	-3	11	21	-1	21	6	2	-4
CC(C)/C=C1\CC/C(=C\c2ccc(N(C)C)cc2)C1=O	11	-31	-42	-13	2	7	-29	-45
Cc1ccc(C)c(OCc2ccc(C(=O)N3N=C(C(F)F)CC3(O)C(F)F)o2)c1 (stereo unspecified)	-7	16	-8	-1	12	-3	-1	14
Cc1cc(OCC(=O)Nc2ccc(CN3CCCCC3)cc2)ccc1Cl	13	6	-9	1	11	-2	-1	14
COc1cc(OC)cc(C(=O)N[C@H](C(=O)OCC(=O)Nc2ccc(F)c(F)c2F)C(C)C)c1	-8	27	9	-4	14	1	1	-19
CC(=O)N1CCN(C(=O)c2cc(S(=O)(=O)N(C)c3ccc(F)cc3)ccc2Cl)CC1	-13	3	0	9	2	-14	4	2
CC(C)c1nnc(NC(=O)CCC(=O)N2CCN(c3ccccc3F)CC2)s1	-2	16	-9	1	2	-4	1	8

The final 2 entries of the part above are carried over, then new ones follow:
SMILES	SENP6 inh	SENP8 block-1	A3G deaminase	SENP7 inh	Apaf-1 inh	SENP8 block-2	SENP1 FRET inh	UBC13 inh
CC(=O)N1CCN(C(=O)c2cc(S(=O)(=O)N(C)c3ccc(F)cc3)ccc2Cl)CC1	-13	3	0	9	2	-14	4	2
CC(C)c1nnc(NC(=O)CCC(=O)N2CCN(c3ccccc3F)CC2)s1	-2	16	-9	1	2	-4	1	8
Cc1nc(-c2ccc(NC(=O)C3CC3)cc2)cs1	-15	5	-3	-15	12	-21	-1	-3
COc1ccc(NC(=O)CSc2nc3scc(C)c3c(=O)[nH]2)cc1	6	-6	-4	-2	4	-1	-1	-1
O=C(NC1CCS(=O)(=O)C1)c1cnccn1 (stereo unspecified)	-10	22	-4	-13	3	-3	1	-2
O=C(Cc1ccccc1)N[C@@H](Cc1ccccc1)C(=O)O	1	11	-7	-9	-16	13	2	2
COc1cc(NS(=O)(=O)c2ccc(OC)c(OC)c2)cc(OC)c1	-14	10	6	2	4	4	0	1
COc1cccc(CNC(=O)CC(NC(C)=O)c2ccccc2)c1 (stereo unspecified)	-18	5	0	-1	0	-2	0	0
O=C(CSc1cccc(C(F)(F)F)c1)Nc1cc(S(=O)(=O)N2CCCC2)ccc1Cl	-2	12	-6	2	19	-1	2	3
CCC1(CC)Cc2ccccc2C(=O)N1	-4	-3	-3	-3	-2	-7	2	3
N#CCSc1n[nH]c2nc3c(c(=O)n12)C1(CCCCC1)Cc1ccccc1-3	-13	-422	-3	13	-3	2	-125	0
CCCC1CCC(c2ccc(/C(N)=N/O)cc2)CC1 (stereo unspecified)	-11	16	-11	-2	0	-4	-2	3
CC(C)c1ccc(OCC(=O)NCc2n[nH]c(=O)c3ccccc23)cc1	8	13	-7	4	-5	5	4	1
O=C(NC(Cc1ccccc1)C(=O)O)/C(=C\c1ccco1)NC(=O)c1ccco1 (stereo unspecified)	0	-20	-4	-4	3	-7	-32	-7
Cc1ccc(C)c(N(CC(=O)NC2CCCCC2)C(=O)c2csnn2)c1	-9	1	-4	-4	10	10	0	0
O=C(C1CC(=O)N(c2ccc3c(c2)OCCO3)C1)N1CCN(Cc2ccccc2)CC1 (stereo unspecified)	-6	7	-7	-1	-15	3	0	8
CC(=O)Nc1ccc(NC(=O)c2ccc(N(C)S(=O)(=O)c3ccc(C)cc3)cc2)cc1	-16	11	-4	-6	5	-2	-1	-2
O=C(O)COc1cccc(NC(=O)C2CCCO2)c1 (stereo unspecified)	5	10	1	-3	-3	-1	3	4
CC(=O)c1ccc(NC2c3ncccc3C(=O)N2Cc2ccc(F)cc2)cc1 (stereo unspecified)	-18	8	-2	3	-1	3	-1	13
COc1ccc(N(C(=O)c2csnn2)C(C(=O)NC2CCCC2)c2cccs2)cc1 (stereo unspecified)	10	-2	-13	1	6	2	2	4
COc1ccc(CNC(=O)CC(C)S(=O)(=O)c2ccc3c(c2)NC(=O)CO3)cc1 (stereo unspecified)	-31	8	-8	2	-6	-4	1	4
Cc1ccccc1C(=O)Nc1c2c(nc3ccccc13)CCCC2	-6	17	-1	-3	2	1	1	-1
O=C(O)C1Cc2ccccc2CN1S(=O)(=O)c1ccc2ccccc2c1 (stereo unspecified)	-6	-19	-4	4	15	5	-1	-8
CC(C)n1c(SC2C(=O)CC(C)(C)CC2=O)nc2c1c(=O)n(C)c(=O)n2C	-16	4	-9	-8	-1	-12	2	1
O=C(c1cccc(NC2=NC3CS(=O)(=O)CC3S2)c1)N1CCN(c2cccc(Cl)c2)CC1 (stereo unspecified)	-8	10	-7	-3	3	-7	1	6
Cc1ccccc1Cn1ccc(-c2ccc3c(c2)OCO3)n1	8	3	-1	-14	10	0	4	3
CCN=C(Nc1ccc2c(c1)OCO2)SC1CC(=O)N(c2ccccc2F)C1=O (stereo unspecified)	-32	12	-2	-8	12	-7	1	-12
N#Cc1ccc(OCC(O)CN2CCN(C(c3ccccc3)c3ccccc3)CC2)cc1 (stereo unspecified)	-28	-3	-4	-6	25	-5	-1	-2
O=C(Nc1cc2c(cc1Cl)OCCCO2)c1ccco1	-15	13	3	-5	-3	-4	-3	-15
COc1cc(SC)ccc1C(=O)Nc1ccccc1C#N	-1	-12	-2	16	6	-24	-2	14
COc1ccc(C(=O)Nc2nc(-c3ccccn3)cs2)cc1S(=O)(=O)N1CCOCC1	-11	-36	4	5	8	1	-9	-27
CN(c1ccc(OCC(=O)OCC(=O)Nc2ccccc2)cc1)S(=O)(=O)c1ccc(F)cc1	13	15	-2	1	1	8	1	1

Pulled by compound from the list above, 7 records:
SMILES	SENP6 inh	SENP8 block-1	A3G deaminase	SENP7 inh	Apaf-1 inh	SENP8 block-2	SENP1 FRET inh	UBC13 inh
CCOC(=O)c1c(NC(=O)CSc2nnc(C)s2)sc2c1CCCCC2	-3	8	1	5	20	5	1	9
COc1ccc(N(C(=O)c2csnn2)C(C(=O)NC2CCCC2)c2cccs2)cc1 (stereo unspecified)	10	-2	-13	1	6	2	2	4
O=C(NC1CCS(=O)(=O)C1)c1cnccn1 (stereo unspecified)	-10	22	-4	-13	3	-3	1	-2
CC(=O)N1CCN(C(=O)c2cc(S(=O)(=O)N(C)c3ccc(F)cc3)ccc2Cl)CC1	-13	3	0	9	2	-14	4	2
CC(C)c1ccc(Nc2c([N+](=O)[O-])c(=O)n(C)c3ccccc23)cc1	0	18	-5	3	3	2	2	-11
N#CCSc1n[nH]c2nc3c(c(=O)n12)C1(CCCCC1)Cc1ccccc1-3	-13	-422	-3	13	-3	2	-125	0
CCC1(CC)Cc2ccccc2C(=O)N1	-4	-3	-3	-3	-2	-7	2	3

Following part.
SMILES	SENP6 inh	SENP8 block-1	A3G deaminase	SENP7 inh	Apaf-1 inh	SENP8 block-2	SENP1 FRET inh	UBC13 inh
CC(=O)c1c(C)nc(Nc2nc(C)c3cc(C)ccc3n2)nc1C	-20	-204	-2	3	-3	-2	0	-3
CCCS(=O)(=O)c1c(S(=O)(=O)CCC)c2cnccn2c1C(=O)c1ccc(OC)cc1	-4	-1	8	7	-11	2	1	-7
CCC(C)N(C(=O)COC(=O)c1nc2nc(C)cc(C)n2n1)C1CCS(=O)(=O)C1 (stereo unspecified)	-13	4	0	-9	8	-7	0	-5
O=C(NCc1ccccc1)Nc1cccn(Cc2ccccc2Cl)c1=O	-13	-155	-6	0	11	-12	0	-4
O=C(Cn1c(SCC(=O)N2CCCc3ccccc32)nc2ccccc21)N1CCCC1	-1	18	-1	5	1	6	1	-12
C=CCNC(=S)Nc1nc2c(cc1C(=O)OCC)COC(C)(C)C2	4	-48	-8	5	-22	-1	0	4
CCN(Cc1ccccc1)S(=O)(=O)c1ccc(OC)cc1	0	7	-5	-4	4	3	-2	1
Cn1c(COc2ccccc2)nnc1SCc1cc(=O)[nH]c2ccccc12	10	2	-2	9	8	2	1	6
Cc1ccc(SCC2(O)CCN(C(=O)c3ccc(Cl)cc3)CC2)cc1	-10	4	12	7	17	5	-1	-5
C=CCNc1nc(C(=O)OCC(=O)c2ccccc2)cs1	3	4	-4	-13	15	-15	2	-12
Cc1nc2ccc(S(=O)(=O)NC(C(=O)NCc3cccs3)C(C)C)cc2s1 (stereo unspecified)	-1	1	-1	15	-5	1	5	0
NNC(=O)COc1ccccc1F	-16	-2	-1	2	-4	-6	0	4
O=C(NC1CCCCC1)N1CCc2ccccc2C1	5	14	9	7	-10	-6	-1	-7
CCN(CC(=O)Nc1c(F)cccc1F)C(=O)C1CCN(c2ncnc3sc(C)c(C)c23)CC1	-6	-7	-11	-9	-3	8	-4	9
COc1ccc(S(=O)(=O)Nc2cccc3c2O[C@H](CN(C)C)[C@@H](C)CN([C@H](C)CO)C3=O)cc1	-13	7	-7	-3	-1	1	1	15
CN(CCc1cnn(C)c1)Cc1nc(Cc2ccccc2)no1	24	8	0	1	-6	5	0	2
OCC1(CCOc2ccccc2)CCN(CCCn2cccn2)CC1	3	16	-7	8	-3	1	-2	22
O=C(Oc1cccc2c(O)cccc12)c1ccccc1	12	17	-4	-1	17	-15	0	4
CC1CCCCC1NC(=O)/C(C#N)=C/c1ccc(F)c(F)c1 (stereo unspecified)	-7	8	-1	4	18	-1	2	-4
CCNC(=S)NNC(=O)c1c(Cl)c(C)nn1C	15	16	0	1	7	3	0	1
NNC(=S)Nc1ccc(S(=O)(=O)N2CCCCC2)cc1	-22	-4	-2	-4	-13	-5	0	9
O=C(CN1C(=O)CCC1=O)Nc1ccc(Cc2ccc(NC(=O)CN3C(=O)CCC3=O)cc2)cc1	-11	-2	-9	0	-14	0	3	4
Cc1cc(C)c(-c2c(O)c3cccnc3n(C)c2=O)c(C)c1	5	6	8	6	-1	-2	-1	-2
Cc1cc(=O)[nH]c(NCCO)n1	-6	18	-6	0	5	3	0	-1
COc1ccc(NC(=O)Nc2cccc(C)n2)c(OC)c1	-4	17	-4	5	7	-4	-4	7
COc1ccc(NC(=O)CN(C)C(=O)c2ccccc2CCc2ccccc2)cc1	-14	2	-10	-10	25	-1	0	-7
Fc1ccc(-n2c(CN3CCCCC3)n[nH]c2=S)cc1	3	26	-11	1	-9	-1	1	-11
O=C(C1CC(=O)N(c2ccccc2)C1)N1CCN(C2=NS(=O)(=O)c3ccccc32)CC1 (stereo unspecified)	-7	14	-2	-4	-10	-1	-1	-3
CS(=O)(=O)N1CCCC(C(=O)NCCCN2CCc3ccccc3C2)C1 (stereo unspecified)	-11	6	-3	13	-10	-8	-74	-3
